Peg3 prom inh: Peg3 promoter activity inhibition | HeLa PEG-Prom luciferase reporter, luminescence, overnight | 360,000 tested, 1.7% active | AID 588405 | inhibition, % at 20 µM;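 active = inhibition of at least 50% at 20 µM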
TWEAK-Fn14 inh: TWEAK-Fn14 signaling inhibition; 360,000 tested, 2% active; AID 1159606; TWEAK-stimulated Fn14 reporter cells, luciferase luminescence, 8 h; inhibition, % at 10 µM; in the data active = inhibition above about 50%
Shn3 3UTR inh: Schnurri-3 reporter inhibition in Clone20 osteoblasts | 360,000 tested, 0.52% active | inhibition, % at 12.5 µM | Clone20 osteoblast Shn3 3'UTR firefly luciferase, 24 h | AID 588674;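 active = mean inhibition of at least 75% with every replicate also reaching 75%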;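 also: 0% = median of neutral control wells and 100% = pilot-screen positive control compound; some compounds past the cut are filed as inactive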
TRPM1 prom inh: MITF TRPM1 promoter inhibition in SK-MEL-5 cells; SK-MEL-5 TRPM1 promoter luciferase, 24 h; inhibition, % at 12.5 µM; 330,000 tested, 0.83% active; AID 488899;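 active = mean inhibition across replicates of 60% or more, whatever share of single replicates reaches that level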; also: values of inactives mirror those of a sister screen read the other way
aDG glyco up: alpha-DG glycosylation activation; Pro5-aDG cells, alpha-DG glycosylation AlphaScreen (IIH6); 0% Pro5, 100% B10-LARGE cell signal; activation, % at 10 µM; 360,000 tested, 0.22% active; AID 624168;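 active = activation of at least 8% versus controls, or a plate z-score of at least 8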;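 also: Pro5 are CHO cells carrying HIG-tagged alpha-DG that lacks glycosylation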
CF NFkB block: cystic fibrosis NF-kB activation inhibition. KKLEB NF-kB-GFP reporter, PAF-induced, GFP fluorescence overnight. inhibition, % at 5 µM. 360,000 tested, 0.86% active. AID 588850;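 active = at least 50% inhibition at 5 µM, scaled per plate between neutral and stimulator controls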;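 also: PAF is a Pseudomonas aeruginosa culture filtrate used as stimulus; plate controls were PAF-stimulated DMSO wells for no effect and unstimulated DMSO wells for full effect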
NR2E3 ag-1: human photoreceptor-specific nuclear receptor agonism | inhibition of corepressor binding, % at 3.98 µM | Q9Y5X4 | CHO-S Gal4-NCOR/VP16-NR2E3 two-hybrid, luciferase | AID 602229 | 360,000 tested, 0.35% active;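 active = inhibition above the mean of all tested compounds plus 3 SD, cut at about 70% in these data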;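 also: 0% = DMSO with NR2E3 transfected cells and 100% = cells lacking NR2E3 construct; higher means lower luciferase signal from less NR2E3 corepressor binding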
Target sequence (Q9Y5X4 whole entry, looked up, the tested form may be a part): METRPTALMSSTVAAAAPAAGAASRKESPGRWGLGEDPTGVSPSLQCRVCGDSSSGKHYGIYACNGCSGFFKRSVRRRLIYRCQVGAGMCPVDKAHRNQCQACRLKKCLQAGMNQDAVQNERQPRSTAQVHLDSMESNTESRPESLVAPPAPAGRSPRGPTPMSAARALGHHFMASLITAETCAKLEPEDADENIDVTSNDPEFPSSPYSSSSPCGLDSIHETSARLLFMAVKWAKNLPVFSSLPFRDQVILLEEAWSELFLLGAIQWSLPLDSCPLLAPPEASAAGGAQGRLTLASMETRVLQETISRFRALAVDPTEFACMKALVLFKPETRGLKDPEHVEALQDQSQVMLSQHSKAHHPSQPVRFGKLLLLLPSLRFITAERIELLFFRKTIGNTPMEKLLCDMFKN
hiPSC survival: increases survival of single human iPS cells; hiPSC single-cell survival, ATPlite luminescence; 100% = ROCK inhibitor wells, 0% = DMSO; survival enhancement, % at 20 µM; 360,000 tested, 0.044% active; in the data active = survival enhancement above about 18%;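 also: cells exposed to compounds for 16 hours before the ATP read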
KKLEB cytotox: CF airway cell cytotoxicity counter-screen; activity change (cytotoxicity), % at 5 µM; 360,000 tested, 0.36% active; KKLEB CF airway cells viability, ATPlite luminescence, overnight; active compounds read low; cells stimulated with P. aeruginosa culture filtrate;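 active = corrected activity change at or below -50% at 5 µM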
HIF-2a block: inhibitors of HIF-2a | 360,000 tested, 0.72% active | 786-0 RCC cells HIF-2a reporter, luciferase luminescence, overnight | inhibition, % at 18.8 µM;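 active = inhibition of the luminescence signal of 40% or more relative to plate controls, in a single-dose primary screen at 18.75 µM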
NR2E3 ag-2: agonists of human nuclear receptor NR2E3; Q9Y5X4; GST-NR2E3/biotin-RetCOR TR-FRET, 1536-well; inhibition of corepressor binding, % at 4.78 µM; 320,000 tested, 0.12% active; AID 2300;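 active = percent inhibition above the cutoff of mean plus 3 SD of all tested compounds, set per screening campaign, cut at about 20% in these data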;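 also: 0% = DMSO wells and 100% = biotin wells as full block of FRET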
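System: GST-tagged NR2E3 plus biotinylated RetCOR corepressor; Buffer or medium: pH 7.5 Tris-based buffer; Probe or stimulus: RetCOR corepressor, biotinylated, 7 nM; Doses: compound at 4.8 µM, single dose; Schedule: 5 h incubation at 4 °C; Technique: time-resolved FRET; Evaluation: percent inhibition of TR-FRET ratio; Replication: one well per compound, singlicate testing.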
* hit, by the source's call.

`O=C(COc1ccc(Cl)cc1)Nc1ccc(NC(=O)c2ccco2)cc1` gave Peg3 prom inh -11.0, TWEAK-Fn14 inh -9.4, Shn3 3UTR inh -0.9, TRPM1 prom inh -24.4, aDG glyco up 0.0, CF NFkB block -16.4, NR2E3 ag-1 5.7, hiPSC survival -0.2, KKLEB cytotox 10.6, HIF-2a block 11.5 and NR2E3 ag-2 4.7.
For Cc1ccc(CNC(=O)[C@H](Cc2ccccc2)NC(=O)c2ccco2)cc1 the results were Peg3 prom inh 15.6, TWEAK-Fn14 inh 1.1, Shn3 3UTR inh -2.0, TRPM1 prom inh 1.1, aDG glyco up -0.1, CF NFkB block -17.2, NR2E3 ag-1 9.5, hiPSC survival 0.0, KKLEB cytotox -8.6, HIF-2a block -0.1 and NR2E3 ag-2 2.7.
For O=C(CSc1nc2c(cnn2-c2ccc(F)cc2)c(=O)[nH]1)Nc1nccs1 the results were Peg3 prom inh 9.8, TWEAK-Fn14 inh -12.9, Shn3 3UTR inh 8.5, aDG glyco up 0.0, CF NFkB block -4.4, NR2E3 ag-1 3.1, hiPSC survival 1.0, KKLEB cytotox 2.4, HIF-2a block 0.6 and NR2E3 ag-2 -3.8.
Cc1cc(C)n2nc(C(=O)N(C)c3c(N)n(Cc4ccccc4)c(=O)[nH]c3=O)nc2n1 was read as Peg3 prom inh -14.3, TWEAK-Fn14 inh 0.4, Shn3 3UTR inh -24.7, TRPM1 prom inh -1.9, aDG glyco up -0.3, CF NFkB block -8.9, NR2E3 ag-1 4.9, hiPSC survival -0.3, KKLEB cytotox -2.6, HIF-2a block 12.7 and NR2E3 ag-2 1.0.
`Cc1ccccc1OCC(=O)N1CCC2(CC1)CC(=O)c1ccccc1O2` gave Peg3 prom inh -2.3, TWEAK-Fn14 inh -14.8, Shn3 3UTR inh 15.1, TRPM1 prom inh -2.4, aDG glyco up 0.0, CF NFkB block -9.3, NR2E3 ag-1 -12.8, hiPSC survival 0.0, KKLEB cytotox 6.6, HIF-2a block -2.7 and NR2E3 ag-2 2.4.
For O=C(/C=C/c1ccc(F)cc1)Nc1cc(S(=O)(=O)N2CCOCC2)ccc1N1CCCC1 the results were Peg3 prom inh -5.0, TWEAK-Fn14 inh -4.3, Shn3 3UTR inh -9.9, TRPM1 prom inh -3.4, aDG glyco up -0.1, CF NFkB block -24.0, NR2E3 ag-1 -9.7, hiPSC survival -1.5, KKLEB cytotox 19.3, HIF-2a block 6.0 and NR2E3 ag-2 -1.5.
C#CCN(C[C@@H]1[C@@H](OC(=O)NCC2CCCCC2)[C@@H](OC(=O)NCC2CCCCC2)CN(C(=O)OC(C)C)N1C(=O)OC(C)C)S(=O)(=O)c1ccc(C)cc1 was read as Peg3 prom inh -10.4, TWEAK-Fn14 inh -35.2, Shn3 3UTR inh 44.8, aDG glyco up 0.5, CF NFkB block 10.3, NR2E3 ag-1 18.2, hiPSC survival -0.2, KKLEB cytotox -13.4 and HIF-2a block -12.5.
O=C(NC1C=CS(=O)(=O)C1)c1sc2ccccc2c1Cl (stereo not drawn) was read as Peg3 prom inh -8.9, TWEAK-Fn14 inh 3.4, Shn3 3UTR inh 9.7, TRPM1 prom inh -5.1, aDG glyco up 0.1, CF NFkB block 39.9, NR2E3 ag-1 -14.3, hiPSC survival -0.6, KKLEB cytotox -36.7, HIF-2a block -62.3 and NR2E3 ag-2 1.4.
Screening COc1nsnc1NS(=O)(=O)c1ccc(NC(=S)NC(=O)c2ccncc2)cc1 returned Peg3 prom inh 6.8, TWEAK-Fn14 inh -16.7, Shn3 3UTR inh -44.3, TRPM1 prom inh -18.5, aDG glyco up 0.7, CF NFkB block -24.9, NR2E3 ag-1 22.0, hiPSC survival 0.6, KKLEB cytotox 16.0, HIF-2a block 21.3 and NR2E3 ag-2 1.5.
O=c1[nH][nH]cc1C=Nc1ccccc1Cl was read as Peg3 prom inh 11.4, TWEAK-Fn14 inh 0.0, Shn3 3UTR inh -5.7, TRPM1 prom inh 10.6, aDG glyco up -0.4, CF NFkB block 3.6, NR2E3 ag-1 -38.0, hiPSC survival 1.5, KKLEB cytotox -9.5, HIF-2a block 9.6 and NR2E3 ag-2 1.6.
`COC(=O)N/N=C/c1ccc([N+](=O)[O-])o1` gave Peg3 prom inh -2.9, TWEAK-Fn14 inh -18.8, Shn3 3UTR inh -14.2, TRPM1 prom inh 14.5, aDG glyco up 2.9, CF NFkB block -35.1, NR2E3 ag-1 12.9, hiPSC survival -0.5, KKLEB cytotox -5.1, HIF-2a block 12.2 and NR2E3 ag-2 -0.7.
CCOC(=O)C1(C)CCCN1C(=O)c1ccc(OC)c(F)c1 (stereo not drawn) was read as Peg3 prom inh 2.9, TWEAK-Fn14 inh -5.0, Shn3 3UTR inh -57.1, aDG glyco up 0.1, CF NFkB block 2.6, NR2E3 ag-1 -8.7, hiPSC survival 3.9, KKLEB cytotox 12.2 and HIF-2a block 0.6.
For CCOC(=O)c1sc2nc3c(cc2c1N)COC(C)(CC)C3 (stereo not drawn) the results were Peg3 prom inh -306.2, TWEAK-Fn14 inh 28.2, Shn3 3UTR inh -57.6, TRPM1 prom inh -42.6, aDG glyco up 0.5, CF NFkB block -13.0, NR2E3 ag-1 -143.4, hiPSC survival 0.0, KKLEB cytotox 12.2, HIF-2a block -225.0 and NR2E3 ag-2 0.9.
Screening COCCn1c(C)cc(C(=O)CSc2nc3ccccc3c(=O)n2Cc2ccco2)c1C returned Peg3 prom inh -165.3, TWEAK-Fn14 inh 43.0, Shn3 3UTR inh 12.2, TRPM1 prom inh -43.3, aDG glyco up -0.1, CF NFkB block 12.2, NR2E3 ag-1 -109.8, hiPSC survival -0.5, KKLEB cytotox -14.9, HIF-2a block -201.9 and NR2E3 ag-2 -1.9.
`Cn1c(Cc2ccccc2)nnc1SCC(=O)NC1CCCC1` gave Peg3 prom inh 7.2, TWEAK-Fn14 inh 9.1, Shn3 3UTR inh -3.1, TRPM1 prom inh -2.7, aDG glyco up 0.1, CF NFkB block 11.8, NR2E3 ag-1 -22.3, hiPSC survival -0.5, KKLEB cytotox 6.3, HIF-2a block 6.4 and NR2E3 ag-2 1.4.
For CN1CCN(C(=O)c2ccc(COc3ccc(C(C)(C)C)cc3)o2)CC1 the results were Peg3 prom inh -269.7, TWEAK-Fn14 inh -28.6, Shn3 3UTR inh -27.0, TRPM1 prom inh -48.7, aDG glyco up -0.2, CF NFkB block -4.1, NR2E3 ag-1 -151.4, hiPSC survival -0.7, KKLEB cytotox -19.5, HIF-2a block -146.2 and NR2E3 ag-2 1.9.
`CNC(=O)COC(=O)/C=C/c1c(C)nn(-c2ccccc2)c1C` gave Peg3 prom inh -9.9, TWEAK-Fn14 inh -11.4, Shn3 3UTR inh 9.4, TRPM1 prom inh 2.9, aDG glyco up -0.1, CF NFkB block -2.9, NR2E3 ag-1 4.9, hiPSC survival 1.0, KKLEB cytotox 0.3, HIF-2a block -22.1 and NR2E3 ag-2 -1.3.
`CN(c1ccccc1)S(=O)(=O)c1cccc(C(=O)OCC(=O)Nc2ccc3[nH]c(=O)[nH]c3c2)c1` gave Peg3 prom inh 2.0, TWEAK-Fn14 inh -7.3, Shn3 3UTR inh 11.2, TRPM1 prom inh -7.8, aDG glyco up 0.4, CF NFkB block -9.1, NR2E3 ag-1 1.6, hiPSC survival -0.4, KKLEB cytotox 7.5, HIF-2a block -1.7 and NR2E3 ag-2 4.7.
`Cc1ccn(C(=O)c2cc3cc(Cl)ccc3oc2=O)n1` gave Peg3 prom inh -20.5, TWEAK-Fn14 inh -32.9, Shn3 3UTR inh 2.5, TRPM1 prom inh -1.8, aDG glyco up 0.0, CF NFkB block 1.6, NR2E3 ag-1 -12.6, hiPSC survival 3.0, KKLEB cytotox 9.4, HIF-2a block -57.8 and NR2E3 ag-2 3.7.
For CCOc1ccc(OCCOc2cccc(C(F)(F)F)c2)cc1 the results were Peg3 prom inh -24.2, TWEAK-Fn14 inh -8.4, Shn3 3UTR inh -4.8, TRPM1 prom inh -11.3, aDG glyco up -0.3, CF NFkB block 0.7, NR2E3 ag-1 -32.5, hiPSC survival 5.0, KKLEB cytotox 2.9, HIF-2a block 1.5 and NR2E3 ag-2 -1.7.
`CCC(=O)Oc1ccc(-c2cnc3ccccc3n2)cc1` gave Peg3 prom inh -185.2, TWEAK-Fn14 inh 3.5, Shn3 3UTR inh -4.6, TRPM1 prom inh -45.2, aDG glyco up 0.0, CF NFkB block -8.6, NR2E3 ag-1 -112.2, hiPSC survival -0.3, KKLEB cytotox -0.5, HIF-2a block -312.7 and NR2E3 ag-2 0.2.
`NS(=O)(=O)c1ccc(N2CCN(C(=O)C3COc4ccccc4O3)CC2)nc1` (stereo not drawn) gave Peg3 prom inh 1.5, TWEAK-Fn14 inh 4.1, Shn3 3UTR inh 8.6, TRPM1 prom inh 6.0, aDG glyco up 0.3, CF NFkB block -13.6, NR2E3 ag-1 -10.7, hiPSC survival -0.5, KKLEB cytotox -5.3 and HIF-2a block 4.8.
For COC(=O)c1ccc(N2NC(=O)/C(=C/c3ccc(OC)c(OC)c3)C2=O)cc1 the results were Peg3 prom inh 16.3, TWEAK-Fn14 inh 2.8, Shn3 3UTR inh 16.2, TRPM1 prom inh -3.5, aDG glyco up 0.0, CF NFkB block -5.0, NR2E3 ag-1 -3.9, hiPSC survival 0.7, KKLEB cytotox 5.0, HIF-2a block 22.8 and NR2E3 ag-2 -0.6.
O=C(NCc1ccccc1)c1cccc(COc2ccccc2Cl)c1 was read as Peg3 prom inh -235.3, TWEAK-Fn14 inh 10.3, Shn3 3UTR inh -43.1, TRPM1 prom inh -33.4, aDG glyco up 0.3, CF NFkB block -9.5, NR2E3 ag-1 -153.8, hiPSC survival -0.4, KKLEB cytotox 9.1, HIF-2a block -162.8 and NR2E3 ag-2 3.2.
`O=C(Nc1ccc(Cl)c(S(=O)(=O)N2CCOCC2)c1)c1ccc(OCC2CCCO2)cc1` (stereo not drawn) gave Peg3 prom inh 103.3*, TWEAK-Fn14 inh 98.9*, Shn3 3UTR inh 76.5, TRPM1 prom inh 72.3*, aDG glyco up 0.4, CF NFkB block 2.2, NR2E3 ag-1 -27.7, hiPSC survival -0.3, KKLEB cytotox 0.7, HIF-2a block -8.0 and NR2E3 ag-2 2.7.
`Cc1cccc(C)c1NC(=O)c1ccc2c(c1)CCN2S(C)(=O)=O` gave Peg3 prom inh -7.3, TWEAK-Fn14 inh 24.2, Shn3 3UTR inh 14.8, TRPM1 prom inh -3.3, aDG glyco up -0.2, CF NFkB block 4.3, NR2E3 ag-1 -25.6, hiPSC survival 0.3, KKLEB cytotox -4.1, HIF-2a block 9.3 and NR2E3 ag-2 -1.8.

Source: PubChem BioAssay (several laboratories)
